BCLXL inh – inhibitors of human Bcl-xL, primary screen, biochemical, fluorescence polarization, HTS | Bcl-2-like protein 1 (Homo sapiens), Q07817 | GST-Bcl-xL / FITC-Bim BH3 peptide fluorescence polarization | inhibition, % at 10.9 µM | 320,000 tested, 0.7% active | AID 2129, 2009;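 active = inhibition above the mean of all tested compounds plus 3 SD, cutoff set per campaign, cut at about 30% in these data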;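 also: 0% = DMSO wells and 100% = unlabeled Bim-BH3 peptide competitor; inhibitors lower millipolarization by displacing the labeled peptide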
Fam108B counter – mouse Fam108B serine hydrolase inhibitors, primary screen, counter-screen for RBBP9 inhibitor project, biochemical, fluorescence polarization; inhibition, % at 9.51 µM; 300,000 tested, 0.33% active; AID 1947, 2009; recombinant Fam108B, FP-Rh probe fluorescence polarization;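 active = inhibition above the screen mean inhibition plus 3 SD, computed separately per campaign, cut at about 18% in these data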;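 also: inhibitors lower polarization as less probe binds the enzyme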
AHR act – AHR activators, primary screen, cell-based, luminescence, luciferase reporter, human; Aryl hydrocarbon receptor (Homo sapiens), P35869; AHR-responsive luciferase reporter cells; activation, % at 5 µM; 320,000 tested, 2.5% active; in the data active = activation above about 47%;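 also: 0% = vehicle wells and 100% = reference agonist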
MEX-5 binding – MEX-5 zinc finger RNA-binding disruptors – biochemical, C. elegans, fluorescence polarization, MLPCN library, primary screen | Zinc finger protein mex-5 (Caenorhabditis elegans), Q9XUB2 | MEX-5/FITC-TCR2 RNA binding; active compounds read low | activity score (negative = inhibition of binding), % at 10 µM | 300,000 tested, 0.38% active;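 active = inhibition past about -25% in most replicates, and total fluorescence under double the plate's negative control median, limit read from the data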;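 also: 0% = DMSO and -100% = 5 µM competing unlabeled TCR2 RNA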
PME-1 inh – PME-1 inhibitors via competitive probe labeling, primary screen, biochemical, fluorescence polarization, FP-Rh probe, HTS | inhibition, % at 5.9 µM | recombinant PME-1 | 320,000 tested, 0.53% active | Protein phosphatase methylesterase 1 (Homo sapiens), Q9Y570;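 active = inhibition above the campaign mean of all compounds plus 3 SD, cut at about 26% in these data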;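 also: competitive labeling of PME-1 active site by serine hydrolase directed probe; 0% = PME-1 with DMSO and 100% = wells lacking PME-1 enzyme; inhibitors block probe labeling so polarization falls and inhibition rises; many of its hits are not listed in these tables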
Target sequence (Q9Y570 whole entry, looked up): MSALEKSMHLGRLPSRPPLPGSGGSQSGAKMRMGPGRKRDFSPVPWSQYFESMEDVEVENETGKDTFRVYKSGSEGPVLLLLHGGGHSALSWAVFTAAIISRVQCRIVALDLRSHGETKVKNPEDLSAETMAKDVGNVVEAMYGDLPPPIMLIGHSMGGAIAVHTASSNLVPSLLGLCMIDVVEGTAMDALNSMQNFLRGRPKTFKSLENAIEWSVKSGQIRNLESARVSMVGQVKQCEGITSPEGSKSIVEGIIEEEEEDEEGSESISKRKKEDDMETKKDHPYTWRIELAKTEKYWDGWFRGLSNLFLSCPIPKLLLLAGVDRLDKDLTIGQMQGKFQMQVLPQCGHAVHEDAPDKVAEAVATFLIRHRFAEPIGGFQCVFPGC
GLD-1 TGE inh – GLD-1/TGE RNA complex disruptors, primary screen, biochemical, fluorescence polarization. Female germline-specific tumor suppressor gld-1 (Caenorhabditis elegans), Q17339. purified GLD-1 + fluorescein TGE RNA. inhibition, % at 5.96 µM. 320,000 tested, 0.44% active;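 active = percent inhibition above a per-plate cutoff, the plate mean of test compounds plus 3 SD, cut at about 30% in these data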;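 also: 0% = DMSO wells with GLD-1 and probe and 100% = wells lacking GLD-1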
Target sequence (Q17339 whole entry, looked up): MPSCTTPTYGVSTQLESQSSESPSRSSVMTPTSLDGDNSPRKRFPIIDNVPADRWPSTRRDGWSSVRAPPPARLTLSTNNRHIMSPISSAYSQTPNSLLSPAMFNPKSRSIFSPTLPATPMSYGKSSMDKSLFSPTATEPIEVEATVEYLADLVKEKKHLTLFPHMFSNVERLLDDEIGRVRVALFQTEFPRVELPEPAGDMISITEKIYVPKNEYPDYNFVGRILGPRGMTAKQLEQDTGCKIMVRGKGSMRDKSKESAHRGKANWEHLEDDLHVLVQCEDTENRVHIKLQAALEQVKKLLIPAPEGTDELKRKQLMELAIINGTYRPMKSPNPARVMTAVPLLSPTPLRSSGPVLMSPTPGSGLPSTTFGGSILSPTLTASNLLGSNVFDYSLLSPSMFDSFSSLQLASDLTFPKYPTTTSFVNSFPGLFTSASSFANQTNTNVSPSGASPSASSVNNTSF
pPAFAH inh – pPAFAH enzyme inhibitors, primary screen, biochemical, fluorescence polarization, human. 330,000 tested, 1.5% active. recombinant pPAFAH, FP-rhodamine probe fluorescence polarization. Platelet-activating factor acetylhydrolase (Homo sapiens), Q13093. AID 463082, 2010. inhibition, % at 3.39 µM;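 active = inhibition above the mean inhibition across the screen plus 3 SD, cut at about 25% in these data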;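 also: inhibitors block binding of the rhodamine activity-based probe so polarization drops; 0% = enzyme with DMSO and 100% = wells lacking pPAFAH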
PAFAH1B2 inh – PAFAH1B2 enzyme inhibitors, primary screen, biochemical, fluorescence polarization, human | Platelet-activating factor acetylhydrolase IB subunit alpha2 (Homo sapiens), P68402 | recombinant PAFAH1B2, FP-rhodamine activity probe | inhibition, % at 3.39 µM | 340,000 tested, 1.2% active | AID 492953, 2010;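 active = inhibition above the mean of all tested compounds plus 3 SD, cut at about 24% in these data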;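 also: 0% = enzyme with DMSO and 100% = wells lacking PAFAH1B2; many of its hits are not listed in these tables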
Target sequence (P68402 whole entry, looked up): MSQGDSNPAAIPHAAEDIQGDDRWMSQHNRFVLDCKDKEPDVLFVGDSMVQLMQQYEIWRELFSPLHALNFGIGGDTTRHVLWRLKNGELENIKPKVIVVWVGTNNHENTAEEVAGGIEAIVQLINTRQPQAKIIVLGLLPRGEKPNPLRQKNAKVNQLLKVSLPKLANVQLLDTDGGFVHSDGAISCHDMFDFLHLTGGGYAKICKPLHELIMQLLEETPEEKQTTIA
MCL1-BIM inh – inhibitors of MCL1 binding to BIM-BH3, primary screen, biochemical, fluorescence polarization; Induced myeloid leukemia cell differentiation protein Mcl-1 (Homo sapiens), Q07820; GST-MCL1 / FITC-Bim-BH3 fluorescence polarization; inhibition, % at 10.9 µM; 320,000 tested, 0.68% active; AID 2057, 2009;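 active = inhibition above the mean inhibition of all tested compounds plus 3 SD, set per campaign, cut at about 40% in these data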;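 also: 0% = DMSO wells and 100% = unlabeled Bim-BH3 peptide control; higher means more loss of mP so more displacement of Bim peptide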
Starred values were filed as active, the others as inactive; . = no result given; + = active, no number. This is a subset (hit frequency here may not be typical).

SMILES | BCLXL inh | Fam108B counter | AHR act | MEX-5 binding | PME-1 inh | GLD-1 TGE inh | pPAFAH inh | PAFAH1B2 inh | MCL1-BIM inh
CN(C)c1ccc(CN2CC=C(c3ccc(F)cc3)CC2)cc1 | -2 | -3 | 8 | -0.2 | 1 | 1 | 8 | 1 | -4
COc1ccc(C(=O)C2CCCN(C3CSCCSC3)C2)c(OC)c1 (stereo not given) | 1 | 4 | 2 | 4.8 | 0 | 0 | -1 | 3 | -1
COP(=O)(/C=C(\Cl)c1ccccc1)/C=C(\Cl)c1ccccc1 | 6 | -4 | 0 | -0.2 | 3 | 5 | 2 | 3 | 7
O=P1(Oc2ccccc2)OCCCS1 (stereo not given) | 4 | -2 | -1 | -0.4 | 1 | -1 | -2 | -1 | 5
Cc1ccnc(-n2c(-c3ccccc3)nc3ccccc3c2=O)c1 | 3 | -1 | 2 | 0.5 | -3 | 9 | 1 | 0 | 2
CC(=NCCN1CCCCC1)c1c(O)n(-c2ccccc2)c(=O)[nH]c1=O | 11 | 2 | -3 | -1.5 | 9 | 2 | 2 | 1 | 12
CCOC(=O)CSCCOc1ccc(C=C2C(=O)NC(=O)NC2=O)cc1OC | 4 | 1 | 3 | -5.7 | 4 | -8 | 1 | . | 7
CCCCC1(CN2CCCC2=O)C(=O)NC(=O)NC1=O | 1 | 0 | -1 | 0.2 | -4 | -2 | 3 | 3 | 2
C[n+]1ccc(-c2ccccc2)c2ccccc21 | -5 | 1 | 7 | 0.3 | 3 | 0 | 9 | 1 | -9
Cc1nc2ccccc2c(=O)n1-c1ccccc1C(F)(F)F | 3 | 1 | 3 | -3.0 | 0 | -1 | -3 | -4 | -5
Nc1ncn[nH]1 | 0 | 4 | -2 | 6.9 | 0 | 4 | 0 | 0 | 3
O=C(Nc1ccc(F)cc1F)c1cccn(Cc2ccccc2)c1=O | 6 | 0 | 2 | 2.7 | 2 | -6 | -5 | 3 | 1
C/C(=N\Nc1ccccc1)c1c(O)n(-c2ccccc2)c(=O)[nH]c1=O | 1 | -2 | -1 | . | -5 | 3 | 1 | 5 | 1
Cc1cc(Cl)ccc1C(=O)C1CCCN(Cc2ccon2)C1 (stereo not given) | 6 | -2 | 1 | 1.1 | 1 | -7 | 6 | 3 | -1
O=c1[nH]c(=S)n(CCC2=CCCCC2)c(O)c1/C=N/N1CCOCC1 | 1 | -3 | 4 | -0.1 | -2 | -2 | 11 | . | -5
Clc1ccc(COC(Cn2ccnc2)c2ccc(Cl)cc2Cl)cc1 (stereo not given) | 11 | 1 | 12 | -0.9 | 22 | 5 | 6 | 5 | 10
O=C(O)Cn1cc(/C=C2\C(=O)NC(=O)N(Cc3ccco3)C2=O)c2ccccc21 | 6 | 2 | 17 | -3.6 | -3 | -11 | 13 | 0 | -3
COc1c(O)ccc2c1-c1c3c(cc4c1C(C2)N(C)CC4)OCO3 (stereo not given) | 12 | -1 | 5 | 1.5 | 2 | -7 | 1 | 7 | 11
CC(=O)c1c(C)n(Cc2ccccc2Cl)c2ccc(O)cc12 | 5 | 7 | 2 | -0.9 | 5 | 1 | 3 | 6 | 7
O=C1NC(=O)N(c2ccccc2)C(=O)/C1=C/c1ccoc1 | -44 | -3 | 8 | 4.0 | 0 | -79 | 13 | -4 | -77
Cc1cc(N2CCOCC2)ccc1/C=C1\C(=O)NC(=O)N(c2ccccc2)C1=O | 7 | 5 | 1 | -0.7 | 1 | -6 | -4 | 3 | 5
Cn1c(O)c(N=Nc2cccc(S(=O)(=O)N3CCOCC3)c2)c(=O)n(C)c1=O | 1 | -3 | -1 | 0.9 | -1 | -1 | 0 | 5 | 0
CC(Cc1ccccc1)/[N+]([O-])=C\c1ccc(C(F)(F)F)cc1 (stereo not given) | 0 | 3 | 2 | -0.4 | -4 | 2 | 0 | 2 | 5
O=C(COc1ccccc1)N1CCN(C2CC3CCC2C3)CC1 (stereo not given) | 5 | 0 | 15 | 1.0 | -1 | -1 | -8 | 8 | 5
Cc1ccc(-n2c(O)c(C=Nc3ccccc3N)c(=O)[nH]c2=O)cc1C | -3 | 3 | 19 | -0.1 | 1 | 6 | 8 | 4 | 9

(continued)
SMILES | BCLXL inh | Fam108B counter | AHR act | MEX-5 binding | PME-1 inh | GLD-1 TGE inh | pPAFAH inh | PAFAH1B2 inh | MCL1-BIM inh
Cn1cc(/C=C2\C(=O)NC(=O)N(c3ccccc3)C2=O)c2ccccc21 | 151* | 0 | 10 | -82* | 0 | -10 | -1 | 5 | 182*
COc1ccc(-n2c(=O)[nH]c3ccccc3c2=O)cc1 | -1 | 0 | -2 | 1.2 | 0 | -4 | 4 | 3 | 1
O=C(Cc1ccccc1)Oc1ccccc1N1C(=O)CCC1=O | 4 | 1 | 0 | -1.2 | 2 | 0 | -3 | 8 | -2
O=C(CCN1CCCCC1)Nc1ccc(Cl)cc1C(=O)c1ccccc1 | 18 | -4 | 6 | 0.8 | 4 | -5 | 4 | 8 | 13
C[n+]1c2ccccc2nc2ccc(NCCO)cc21 | 73* | 72* | 8 | -21 | 71* | 34* | 72* | 72* | 82*
CCCOc1ccc(N2C(=O)CC(N3CC=C(c4ccccc4)CC3)C2=O)cc1 (stereo not given) | 4 | -4 | -1 | -1.9 | -6 | 0 | 3 | 1 | 3
Clc1ccc(CCC(Cn2ccnc2)Sc2c(Cl)cccc2Cl)cc1 (stereo not given) | -3 | 2 | 3 | . | 5 | -3 | 7 | 10 | -6
CC/C(=N\NC(=O)Nc1ccccc1)c1c(O)n(Cc2ccccc2)c(=O)[nH]c1=O | -6 | -3 | 22 | 2.4 | 0 | -2 | 3 | . | -2
CN1CCN(C(=O)Cc2nc3ccccc3[nH]2)CC1 | 11 | 1 | 5 | -1.6 | 1 | 0 | 2 | -3 | 14
Fc1ccc(CNCCc2ccc3c(c2)OCO3)cc1 | 5 | 1 | 1 | 0.7 | 0 | -1 | 3 | 5 | 6
COC(=O)C1=C(c2c(C)noc2C)C[C@@H]2CC[C@H]1N2C(=O)NCCNC(C)=O | 3 | . | -1 | . | 0 | 7 | 0 | 2 | 8
COc1ccc(-n2c(O)c(C=Nc3c(C)n(C)n(-c4ccccc4)c3=O)c(=O)[nH]c2=O)cc1 | 1 | -6 | 4 | -0.8 | -5 | 0 | -5 | 4 | -7
Cn1cc(C(=O)NP(=O)(N2CCOCC2)N2CCOCC2)c2ccccc21 | -2 | 1 | 6 | -2.2 | -2 | 2 | 2 | 2 | -6
COc1ccc(C(=O)C23CN4CN(CN(C4)C2)C3)cc1 | -2 | 0 | 0 | -0.3 | 8 | 3 | 2 | 0 | -4
CCn1c(O)c(C=Nc2ccc(S(N)(=O)=O)cc2)c(=O)[nH]c1=S | -1 | -5 | -2 | -4.6 | -11 | 5 | 2 | -60 | -13
O=c1c2ccccc2nc(/C=C/c2ccc(F)cc2)n1-c1ccccn1 | 9 | -1 | 0 | 1.7 | 2 | -3 | 1 | . | 3
COc1ccc(-c2nn(CCC#N)cc2C(=O)NCc2ccccc2)cc1OC | 6 | 2 | 0 | -0.5 | -3 | 9 | 12 | 0 | 3
Cc1ccc(N2C(=O)/C(=C/c3ccc(CN(CCC#N)S(C)(=O)=O)o3)C(=O)NC2=S)cc1 | 15 | -5 | 4 | -50* | -4 | 14 | 28* | -5 | 35
O=c1[nH]c(O)c(C=NCCc2ccccc2)c(=O)[nH]1 | -1 | 2 | 1 | -0.7 | 1 | 8 | -3 | 4 | 0
CCOc1ccc(Cl)cc1CNCCc1ccc(F)cc1 | 6 | -1 | 1 | 0.3 | 0 | -1 | 0 | 7 | 7
O=C(c1cc2cc(F)ccc2[nH]1)N1CCC2(CC1)OCCO2 | 6 | 0 | 32 | 0.7 | 2 | 6 | 7 | 3 | 3
CN1C(=O)C(=Cc2ccc(Sc3ccccc3)o2)C(=O)N(C)C1=S | -4 | -4 | 15 | -3.6 | -26 | -6 | 13 | 0 | 11
Cc1nn(Cc2ccccc2)c(Cl)c1C(=O)OCC(=O)Nc1cccc2ccccc12 | 6 | -1 | -1 | -4.2 | -1 | 9 | 6 | 3 | 5
OC(c1ccccc1)(c1ccc(Cl)cc1)C1CN2CCC1CC2 (stereo not given) | 2 | 0 | -1 | 3.4 | 0 | 1 | 2 | 2 | 4
O=C(NC1CC2CCCC(C1)N2)c1ccccc1 (stereo not given) | 6 | -2 | 0 | -0.3 | 2 | 1 | 0 | 2 | 11

Later entries
SMILES | BCLXL inh | Fam108B counter | AHR act | MEX-5 binding | PME-1 inh | GLD-1 TGE inh | pPAFAH inh | PAFAH1B2 inh | MCL1-BIM inh
CC/C(CC(c1ccccc1)c1c(O)c2ccccc2oc1=O)=N\NC(N)=S (stereo not given) | 3 | 1 | 1 | -1.1 | -4 | 4 | 2 | -2 | 14
CCC1(c2ccccc2)C(=O)N(C)C(=O)N(C)C1=O | 2 | -1 | -4 | -1.0 | 2 | 2 | 3 | 0 | -9
COc1cccc(NC2=NCCCS2)c1 | 6 | -2 | 1 | -1.6 | -1 | 3 | -2 | 2 | 12
C[C@@H]1C[C@H]2OC(=O)C3(CO3)[C@H]2[C@H](O)[C@]2(C)C(=O)C3OC3[C@@H]12 (stereo not given in full) | 1 | 0 | 1 | -1.9 | 4 | -2 | -3 | . | 0
CC1=NCCc2c1[nH]c1cc(O)ccc21 | + | 9 | 19 | . | 1 | + | 6 | 0 | +
O=C(NC1CC1)C1CSC(c2cccnc2)=N1 (stereo not given) | -5 | -8 | 22 | -0.1 | -6 | -2 | -4 | 1 | -15
O=C(C1CCC(=O)N1C1CCCC1)N1CCC2(CC1)OCCO2 (stereo not given) | 1 | 0 | 0 | 0.3 | 2 | 11 | 1 | 0 | -3
Cc1cccc(OP(=O)(NCc2ccccc2)Oc2cccc(C)c2)c1 | 3 | 2 | 5 | 3.4 | 4 | 3 | 1 | 1 | -1
CC(Cc1cnccn1)NCc1c(C(=O)N2CCCCCCC2)nc2ccc(Cl)cn12 (stereo not given) | 1 | -1 | 6 | -2.3 | 0 | 3 | 4 | 1 | 1
CNC(=O)Oc1ccc(C(=O)N2c3ccccc3NC(=O)C2C)cc1 (stereo not given) | 0 | 0 | 2 | 2.3 | 0 | 0 | 7 | 48* | -1
O=C(COC(=O)Cc1ccccc1)NCCNC(=O)COC(=O)Cc1ccccc1 | 7 | -1 | -2 | 1.4 | 4 | 2 | 3 | 6 | 4
O=C(COc1ccc2ccc(=O)oc2c1)N1C[C@H]2C[C@@H](C1)c1cccc(=O)n1C2 | 4 | -1 | -1 | 1.1 | 0 | 0 | 10 | 4 | 5
CN1CCC(OC(=O)Cc2ccccc2)CC1 | -1 | -6 | 4 | -0.2 | -4 | 5 | 0 | 0 | 3
CN(C)C(=O)Oc1cccc(OCc2n(C)c3ccccc3[n+]2C)c1 | 2 | -3 | 3 | 1.3 | 4 | 1 | 0 | 0 | -9

Bioassay records: PubChem, several laboratories
